Growth percent in the NCI-60 one-dose screen (48 h, 10 µM unless noted): 100 = growth as untreated, 0 = no growth, -100 = all killed.
NCI-H23 – NCI-H23 lung cancer. AID 1794731. 80,000 compounds, 4% hits
RXF 393 – RXF 393 renal cancer cells; 77,000 compounds, 6.9% hits; AID 1794773
NCI-H522 – NCI-H522 lung cancer | AID 1794739 | 78,000 compounds, 8% hits
NCI/ADR-RES – NCI/ADR-RES ovarian cells. 81,000 compounds, 4.4% hits. AID 1794790
ACHN – ACHN renal cancer; 81,000 compounds, 4.9% hits
A498 – A498 renal cancer cells; 76,000 compounds, 5.4% hits; AID 1794774
CAKI-1 – CAKI-1 renal cancer; AID 1794772; 75,000 compounds, 4.7% hits
NCI-H226 – NCI-H226 lung cancer; 79,000 compounds, 3.5% hits
NCI-H460 – NCI-H460 lung cancer; 82,000 compounds, 6.8% hits
* = called active by the depositor; [ ] = another dose, or the depositor's remark. The calls were made as follows: active = growth percent below 10; inactive = the rest.

How did O=C(O)CC1C=CCCC1 (stereo not given) do in these assays?
NCI-H23: 101; RXF 393: 114; NCI-H522: 88; NCI/ADR-RES: 107; ACHN: 99; CAKI-1: 94; NCI-H226: 98; NCI-H460: 111

What do the screens show for `Cc1cc(C(=O)Nc2ncc(Cc3cccc(C(F)(F)F)c3)s2)c2ccccc2n1`?
NCI-H23: 52; RXF 393: 31; NCI-H522: 10; NCI/ADR-RES: 16; ACHN: 28; A498: 0.2*; CAKI-1: 13; NCI-H226: 54; NCI-H460: 11

Results for COC(=O)C(C)C(=O)OC ?
NCI-H23: 107; RXF 393: 109; NCI-H522: 97; NCI/ADR-RES: 110; ACHN: 106; A498: 107; CAKI-1: 104; NCI-H226: 101; NCI-H460: 102

How did COc1cc(NC(=O)CCSc2nc3ccccc3c(=O)n2CCc2ccccc2)cc(OC)c1OC do in these assays?
NCI-H23: 90; RXF 393: 27; NCI-H522: 48; NCI/ADR-RES: 87; ACHN: 64; CAKI-1: 80; NCI-H226: 55; NCI-H460: 83

Results for NC(=Nc1ccccc1)Nc1ccccc1 ?
NCI-H23: 98; RXF 393: 107; NCI-H522: 115; NCI/ADR-RES: 109; ACHN: 105; CAKI-1: 99; NCI-H226: 97; NCI-H460: 104

How did COc1cccc(-c2nc3sccn3c2-c2ccnc(NCCCNS(=O)(=O)c3ccccc3)n2)c1 do in these assays?
NCI-H23: 36; RXF 393: 67; NCI-H522: 27; NCI/ADR-RES: 23; ACHN: 40; CAKI-1: 53; NCI-H226: 23; NCI-H460: 54

How did CNC(=O)OCc1c(COC(=O)NC)c(-c2ccc(F)cc2)n2c1CCC2 do in these assays?
NCI-H23: 78; RXF 393: 80; NCI-H522: 74; NCI/ADR-RES: 92; ACHN: 42; A498: 90; CAKI-1: 41; NCI-H226: 87; NCI-H460: 40

Results for Fc1cc2c(cc1Cl)N(c1ncnc3ccc(-c4cnc5[nH]ncc5c4)cc13)CC2 ?
NCI-H23: 73; RXF 393: 39; NCI-H522: 56; NCI/ADR-RES: 65; ACHN: 31; A498: -6.5*; CAKI-1: 39; NCI-H226: 49; NCI-H460: 55

How did CCC1CN2C(=N1)c1ccccc1-c1cc(Cl)ccc12 (stereo not given) do in these assays?
NCI-H23: 23; NCI-H522: -28*; NCI/ADR-RES: 21; ACHN: 2.4*; A498: 57; NCI-H226: -40*; NCI-H460: -19*

How did c1ccc(N2N=C(c3cccc(Nc4ccncc4)c3)CC2c2ccc3c(c2)OCO3)cc1 (stereo not given) do in these assays?
NCI-H23: 61; NCI-H522: 18; NCI/ADR-RES: -1.8*; ACHN: 29; A498: 46; CAKI-1: 26; NCI-H226: 78; NCI-H460: -48*

What do the screens show for `O=C(O)c1ccc(-c2nn(-c3ccc(C(=O)O)cc3)cc2/C=N/Nc2ccc(F)cc2)cc1`?
NCI-H23: 94; RXF 393: 112; NCI-H522: 59; NCI/ADR-RES: 89; ACHN: 66; A498: 91; NCI-H226: 98; NCI-H460: 103

Results for O=C(CCCCCCN1CC(=O)N2[C@@H](c3ccc(Cl)c(F)c3)c3[nH]c4ccccc4c3C[C@H]2C1=O)NO ?
NCI-H23: 95; RXF 393: 100; NCI-H522: 72; NCI/ADR-RES: 101; ACHN: 92; A498: 106; CAKI-1: 71; NCI-H226: 101; NCI-H460: 80

Results for CC1(C)CC(=O)C2=C(C1)N(c1ccc(F)cc1F)C(N)=C(C#N)C2c1ccc([N+](=O)[O-])cc1 (stereo not given) ?
NCI-H23: 106; NCI-H522: 104; NCI/ADR-RES: 104; ACHN: 108; A498: 98; CAKI-1: 88; NCI-H226: 105; NCI-H460: 107

What do the screens show for `CCCNNC(=O)c1ccc(CNC(=O)/C=C/c2ccccc2)cc1`?
NCI-H23: 50[2.5 µM]; RXF 393: 1.6*[2.5 µM]; NCI-H522: 38[2.5 µM]; NCI/ADR-RES: 21[2.5 µM]; ACHN: 10[2.5 µM]; A498: -18*[2.5 µM]; CAKI-1: 23[2.5 µM]; NCI-H226: 73[2.5 µM]; NCI-H460: 40[2.5 µM]

How did COc1ccc(OC)c(/C=C/C(=O)c2c(C)nc3ccccc3c2/C=C/c2ccc(C)cc2)c1 do in these assays?
NCI-H23: 64; RXF 393: 77; NCI-H522: 65; NCI/ADR-RES: 68; ACHN: 78; A498: 41; CAKI-1: 67; NCI-H226: 83; NCI-H460: 58

Results for NS(=O)(=O)c1ccc(CCN2C(=O)C=CC2=O)cc1 ?
NCI-H23: 95; RXF 393: 111; NCI-H522: 85; NCI/ADR-RES: 100; ACHN: 102; A498: 106; CAKI-1: 95; NCI-H226: 101; NCI-H460: 115

Results for O=C(NCCCl)Nc1ncccc1OCc1ccccc1 ?
NCI-H23: 100; RXF 393: 108; NCI-H522: 85; NCI/ADR-RES: 106; ACHN: 110; A498: 90; CAKI-1: 98; NCI-H226: 104; NCI-H460: 101

Results for O=c1[nH]c2nc(S(=O)(=O)O)nc(S(=O)(=O)O)c2[nH]1 ?
NCI-H23: 110; RXF 393: 113; NCI-H522: 99; NCI/ADR-RES: 107; ACHN: 100; A498: 113; CAKI-1: 113; NCI-H226: 114; NCI-H460: 109

Results for CC1(c2cc(NC(=O)Cc3ccc4ccccc4c3)n(C3CCCCC3)n2)CC1 ?
NCI-H23: 87; NCI-H522: 94; NCI/ADR-RES: 94; ACHN: 104; A498: 92; CAKI-1: 92; NCI-H226: 93; NCI-H460: 103

What do the screens show for `O=C1C(=O)c2ccccc2C(O)=C1C1CCC(c2ccc(Cl)cc2)CC1` (stereo not given)?
NCI-H23: 94; RXF 393: 122; NCI/ADR-RES: 103; ACHN: 99; A498: 96; CAKI-1: 94; NCI-H226: 99; NCI-H460: 104

Results for CCOC(=O)c1nc2c3ccccc3ccn2c1C#N ?
NCI-H23: 98; RXF 393: 110; NCI-H522: 98; NCI/ADR-RES: 104; ACHN: 110; A498: 91; CAKI-1: 97; NCI-H226: 100; NCI-H460: 102

What do the screens show for `C/C(=N\O)C(=O)NCCCCCC(=O)Nc1ccccc1`?
NCI-H23: 99; RXF 393: 121; NCI-H522: 91; NCI/ADR-RES: 103; ACHN: 109; A498: 90; CAKI-1: 92; NCI-H226: 110; NCI-H460: 111

Results for O=C1c2cc(I)ccc2Oc2cc([N+](=O)[O-])ccc2N1c1ccc(Cl)cc1F ?
NCI-H23: 88; RXF 393: 99; NCI-H522: 66; NCI/ADR-RES: 90; ACHN: 90; A498: 91; CAKI-1: 64; NCI-H460: 90

Results for O=S(=O)(NCCCNc1nccc(-c2c(-c3ccc(F)c(O)c3)nc3sccn23)n1)c1ccc(O)cc1 ?
NCI-H23: 99; RXF 393: 102; NCI-H522: 95; NCI/ADR-RES: 101; ACHN: 94; A498: 102; CAKI-1: 74; NCI-H226: 104; NCI-H460: 110

What do the screens show for `CCOC(=O)c1cc(=O)c2c(OC)ccc(OC)c2[nH]1`?
NCI-H23: 106; RXF 393: 123; NCI-H522: 110; NCI/ADR-RES: 110; ACHN: 110; A498: 104; CAKI-1: 113; NCI-H226: 123; NCI-H460: 109

Results for Oc1cc(OCc2ccccc2)ccc1-c1[nH]ncc1Oc1ccccc1 ?
NCI-H23: 96; RXF 393: 110; NCI-H522: 71; NCI/ADR-RES: 101; ACHN: 105; A498: 72; CAKI-1: 103; NCI-H226: 91; NCI-H460: 105

What do the screens show for `COc1cc(C#CC[C@@H]2C[C@]3(C)[C@H]4CC=C5[C@@H]6[C@@H](C)[C@H](C)CC[C@]6(C(=O)O)CC[C@@]5(C)[C@]4(C)CC[C@H]3C(C)(C)[C@H]2O)cc(OC)c1OC`?
NCI-H23: 67; RXF 393: 76; NCI-H522: 29; NCI/ADR-RES: 70; ACHN: 42; A498: 85; CAKI-1: 43; NCI-H226: 72; NCI-H460: 43

Results for COc1cc2oc(-c3cccc(NC(=O)c4ccccc4Br)c3)cc(=O)c2c(OC)c1OC ?
NCI-H23: 83; RXF 393: 81; NCI-H522: 50; NCI/ADR-RES: 70; ACHN: 72; A498: 75; CAKI-1: 74; NCI-H226: 84; NCI-H460: 69

What do the screens show for `CSc1c2ccccc2nc2[nH]c3ccccc3c12`?
NCI-H23: 88; RXF 393: 105; NCI-H522: 104; NCI/ADR-RES: 98; ACHN: 95; CAKI-1: 93; NCI-H226: 91; NCI-H460: 102

What do the screens show for `O=C1C=C[C@H](O)[C@@]2(CO)O[C@@H]12`?
NCI-H23: 93; RXF 393: 23; NCI-H522: -61*; NCI/ADR-RES: 86; ACHN: 77; A498: 101; CAKI-1: 40; NCI-H226: 71; NCI-H460: 121

Results for O=C(O)c1cc(-c2cccs2)c2sc(=O)[nH]c2n1 ?
NCI-H23: 107; RXF 393: 108; NCI-H522: 81; NCI/ADR-RES: 103; ACHN: 109; A498: 74; CAKI-1: 100; NCI-H226: 99; NCI-H460: 100

Results for CCOc1ccc2nc(C)cc(Nc3ccc(S(=O)(=O)Nc4ncccn4)cc3)c2c1 ?
NCI-H23: 108; RXF 393: 132; NCI-H522: 95; NCI/ADR-RES: 107; ACHN: 93; A498: 116; CAKI-1: 101; NCI-H226: 83; NCI-H460: 113

How did Cc1cc2c(C(C)C)c(O)c(O)c(C=NCCCCCC(=O)NCc3ccccc3)c2c(O)c1-c1c(C)cc2c(C(C)C)c(O)c(O)c(C=NCCCCCC(=O)NCc3ccccc3)c2c1O do in these assays?
NCI-H23: 40; RXF 393: 55; NCI-H522: 19; NCI/ADR-RES: 90; ACHN: 66; A498: 38; CAKI-1: 92; NCI-H226: 79; NCI-H460: 37

Results for CCCCC(CC)(CO)CCC (stereo not given) ?
NCI-H23: 108; RXF 393: 101; NCI-H522: 102; NCI/ADR-RES: 113; ACHN: 104; A498: 109; CAKI-1: 90; NCI-H226: 104; NCI-H460: 104

Results for Cc1ccc(C(=O)C[n+]2ccn(CCC(=O)Nc3cccc4cccnc34)c2)cc1 ?
NCI-H23: 89; RXF 393: 110; NCI-H522: 86; NCI/ADR-RES: 99; ACHN: 99; A498: 89; CAKI-1: 99; NCI-H226: 96; NCI-H460: 102

What do the screens show for `CCOC(=O)C(C(=O)OCC)C(=O)c1cccc2c1ccc1ccccc12`?
NCI-H23: 98; RXF 393: 115; NCI-H522: 127; NCI/ADR-RES: 74; ACHN: 114; A498: 77; CAKI-1: 97; NCI-H226: 114; NCI-H460: 100

How did N/N=C/c1cn(-c2ccc(C(=O)O)cc2)nc1-c1ccccc1 do in these assays?
NCI-H23: 87; RXF 393: 110; NCI-H522: 94; NCI/ADR-RES: 97; ACHN: 102; A498: 141; NCI-H226: 90; NCI-H460: 107

How did Cc1nn(-c2ccc(Cl)cc2)c2nc(CN3CCN(c4cc5c(cc4F)c(=O)c(C(=O)O)cn5C4CC4)CC3)[nH]c(=O)c12 do in these assays?
NCI-H23: 60; RXF 393: 64; NCI-H522: 65; NCI/ADR-RES: 90; ACHN: 37; A498: 73; CAKI-1: 57; NCI-H226: 72; NCI-H460: 29

Results for COC(=O)CC(=O)c1ccc(C)cc1 ?
NCI-H23: 98; RXF 393: 112; NCI/ADR-RES: 103; ACHN: 105; A498: 116; CAKI-1: 101; NCI-H226: 102; NCI-H460: 106

What do the screens show for `CC1(COc2ccc3ncc(C#Cc4cncc(C(=O)NCCn5ccnc5)c4)n3n2)COC1`?
RXF 393: 81; NCI-H522: 106; NCI/ADR-RES: 106; ACHN: 84; A498: 98; CAKI-1: 105; NCI-H226: 54; NCI-H460: 98

What do the screens show for `O=C(NCCNc1nccc(-c2c(-c3ccc(F)cc3)nc3sccn23)n1)c1cccc(C(F)(F)F)c1`?
NCI-H23: 87; RXF 393: 96; NCI/ADR-RES: 52; ACHN: 44; A498: 75; CAKI-1: 76; NCI-H226: 76; NCI-H460: 54

Results for CCOC(=O)C1=C(C)NC(SCc2nnc(-c3ccc(Cl)cc3)o2)=NC1c1ccc(Cl)cc1 (stereo not given) ?
NCI-H23: 79; RXF 393: 68; NCI-H522: 69; NCI/ADR-RES: 70; ACHN: 64; A498: 81; CAKI-1: 62; NCI-H226: 70; NCI-H460: 79

Retrieved by structure from above, 4 records:
What do the screens show for `O=C1C=C[C@H](O)[C@@]2(CO)O[C@@H]12`?
NCI-H23: 93; RXF 393: 23; NCI-H522: -61*; NCI/ADR-RES: 86; ACHN: 77; A498: 101; CAKI-1: 40; NCI-H226: 71; NCI-H460: 121

Results for CC1(c2cc(NC(=O)Cc3ccc4ccccc4c3)n(C3CCCCC3)n2)CC1 ?
NCI-H23: 87; NCI-H522: 94; NCI/ADR-RES: 94; ACHN: 104; A498: 92; CAKI-1: 92; NCI-H226: 93; NCI-H460: 103

What do the screens show for `CSc1c2ccccc2nc2[nH]c3ccccc3c12`?
NCI-H23: 88; RXF 393: 105; NCI-H522: 104; NCI/ADR-RES: 98; ACHN: 95; CAKI-1: 93; NCI-H226: 91; NCI-H460: 102

What do the screens show for `CCOC(=O)c1cc(=O)c2c(OC)ccc(OC)c2[nH]1`?
NCI-H23: 106; RXF 393: 123; NCI-H522: 110; NCI/ADR-RES: 110; ACHN: 110; A498: 104; CAKI-1: 113; NCI-H226: 123; NCI-H460: 109
